PhoP GFP inhibition: PhoP regulon inhibitors, Salmonella typhi PhoP promoter GFP reporter, confirmatory (AID 1850). Salmonella Typhi PhoP-promoter GFP reporter, fluorescence, 4 h; higher % means a stronger effect. inhibition, % at 50 µM; hits with a dose series show IC50 in µM. 310,000 compounds, 0.33% hits; in the data active = a potency from the dose series; inconclusive = inhibition mostly from about 25% at the one dose, without a potency; inactive = the rest, 99 in 100 with inhibition below about 19%;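 note: 0% = induced wells with vehicle and 100% = uninduced wells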
H1N1 NS1A inhibition: NS1A inhibition, H1N1 influenza, cell based functional assay (AID 504329). NS1A functional cell-based assay, percent inhibition; higher % means a stronger effect. 340,000 compounds, 0.3% hits. inhibition, % at 12.5 µM, or IC50 in µM where a hit was titrated; in the data active = a potency from the dose series; inconclusive = inhibition above about 27% without an active follow-up result; note: strong numbers were not always called active
tuberculosis growth: growth inhibition of non-replicating M. tuberculosis (AID 488890); inhibition, % at 25 µM, or IC50 in µM where a hit was titrated; Mycobacterium tuberculosis non-replicating, growth inhibition; higher % means a stronger effect; 320,000 compounds, 0.39% hits; in the data active = a potency from the dose series; inconclusive = inhibition mostly from about 82% at the one dose, without a potency; inactive = the rest, 99 in 100 with inhibition below about 76%;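 note: plate controls were DMSO cells for no effect and high antibiotic wells for full effect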
M. tuberculosis HTS: M. tuberculosis growth inhibition, HTS (AID 449762); M. tuberculosis H37Rv growth inhibition, 7H9 media; higher % means a stronger effect; inhibition, % at 25 µM; hits with a dose series show IC50 in µM; 330,000 compounds, 0.59% hits; in the data active = a potency from the dose series; inconclusive = inhibition above about 70% without an active follow-up result;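 note: bacterial growth assessed after seven days of incubation; strong numbers were not always called active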
VEEV TC-83 Vero: inhibitors of VEEV TC-83 cytopathic effect, confirmation, Vero cells (AID 588727) | Vero cells, VEEV TC-83 cytopathic effect inhibition; higher % means a stronger effect | inhibition, % at 20 µM, or IC50 in µM where a hit was titrated | 350,000 compounds, 0.13% hits; in the data active = a potency from the dose series; inconclusive = inhibition mostly from about 14% at the one dose, without a potency; inactive = the rest, 99 in 100 with inhibition below about 12%; note: strong numbers were not always called active
VEEV TC-83 Vero 10K pilot screen: further read-out of VEEV TC-83 Vero, marked with its call; inhibition, %; measured here: 10K pilot screen inhibition
An asterisk follows results filed as active; i = inactive; ? = inconclusive; · = not tested or not shown. Rows are unselected; about 1.5% have a hit in one of these screens.

SMILES	PhoP GFP inhibition	H1N1 NS1A inhibition	tuberculosis growth	M. tuberculosis HTS	VEEV TC-83 Vero	others
COc1cc(C(=O)NCc2nnc(SCC(=O)Nc3cc(C)cc(C)c3)o2)cc(OC)c1OC	0%	5%	-2%	-3%	7.0%
CCC1(CC)C(=O)N=C2c3ccccc3C(=O)N21	10%	-5%	-8%	-2%	0.4%
CCN(CC)C(=O)Oc1ccc2c(=O)c(-c3ccccc3)coc2c1	-7%	2%	·	65%	i
Oc1ccc2n[nH]nc2c1	-2%	-6%	2%	-27%	1.4%
CCN1C(=O)C2C(c3cccc(F)c3)NC(CC)(C(=O)OC)C2C1=O (stereo unspecified)	6%	-14%	-13%	-8%	2.0%
COc1cccc(NC(=O)N(CCCN2CCOCC2)C(C)c2cc3ccccc3o2)c1 (stereo unspecified)	-10%	3%	16%	-10%	1.8%
Cc1ncsc1CCOC(=O)c1cccnc1	13%	-3%	-2%	-3%	1.8%
CCOC(=O)Cn1nc(/C=C/c2ccccc2)ccc1=O	-5%	-8%	83%	-10%	6.6%
Cn1ccnc1SCC(=O)Nc1cccc(C#N)c1	·	-6%	4%	0%	2.7%
O=C(NC(=O)c1csnn1)Nc1ccccc1Cl	-14%	-25%	0%	-1%	0.2%
Cc1cc2c(cc1C)NC(=O)CC(c1ccccc1)=N2	·	-23%	·	·	5.7%
C/C(=N\NC(=O)c1c(Cl)c(C)nn1C)c1cccc(NC(=O)COc2ccc(Cl)cc2)c1	-11%	1%	3%	-1%	1.7%
COc1ccc([N+](=O)[O-])cc1NC(=O)c1cc(C)c(C)o1	-9%	-14%	-7%	4%	i
Cn1c(C(=O)O)c(CC(=O)Nc2ccccc2F)c2ccccc21	4%	-6%	11%	-16%	1.5%
CCOC(=O)/C=C(/C)N1N=C(c2ccc(OC)cc2)CC1c1cccc([N+](=O)[O-])c1 (stereo unspecified)	-8%	9%	23%	3%	1.8%
CCc1nccn1S(=O)(=O)c1ccc(C)c(C)c1	-8%	-9%	-3%	-2%	0.1%
Cc1cccc(C)c1NC(=O)CN(C)C(=O)C(c1ccccc1)c1ccccc1	-9%	-4%	-10%	1%	i
CS(=O)(=O)N1CCC2(CC1)OCCN2S(=O)(=O)c1ccccc1	1%	-5%	-11%	-3%	4.5%
COc1ccccc1-c1ocnc1C(=O)N1CCN(S(=O)(=O)c2ccc(NC(C)=O)cc2)CC1	13%	8%	-8%	2%	i
COc1ccc(-c2cc(Cl)cc3c(=O)c4ccccc4n(C)c23)cc1F	-15%	-36%	22%	-8%	0.2%
CC(=O)N(Cc1ccc(Br)cc1)c1ccccc1C(=O)O	-3%	-10%	7%	-3%	0.3%
CC1(C)S/C(=N/N=C/c2ccco2)NC1=O	2%	10%	19%	-2%	0.5%
Cc1c(O)ccc2c(CN3CCOCC3)cc(=O)oc12	11%	-9%	4%	0%	2.2%
COCCNC(=O)c1c[nH]c2cc(OC)c(OC)cc2c1=O	-6%	12%	-14%	-8%	2.8%
O=S1(=O)CCS(=O)(=O)C1c1ccccc1	2%	-1%	53%	-7%	1.5%
COC(=O)CN1C(=S)N(c2ccc(OC)cc2)C(=O)/C1=C/c1cccs1	-6%	7%	21%	2%	2.3%
O=C(CSc1ccc(-c2cccnc2)nn1)Nc1ccccc1C(F)(F)F	-2%	-6%	21%	-7%	0.4%
O=C(CCC(=O)N(CC(=O)NC1CCCCC1)Cc1ccccc1)Nc1ccccn1	15%	-2%	2%	-6%	3.1%
CCOC(=O)CC1(NC(=O)c2cc(COc3c(F)cccc3F)on2)CCCCC1	4%	-1%	7%	1%	i
Cc1ccc(/C=C2/SC(=O)N(CC(=O)N3CCOCC3)C2=O)s1	-12%	-7%	24%	-5%	0.1%
CC(C)n1nc(C(=O)NNC(=O)c2ccncc2)c2ccccc2c1=O	-6%	6%	-13%	-12%	2.1%
O=C(Nc1ccc2c(c1)OCO2)c1cncc(Br)c1	5%	0%	23%	5%	6.5%
C=CCn1c(O)c(C(CC)=Nc2ccccc2NC(C)=O)c(=O)[nH]c1=O	2%	-2%	-1%	2%	2.2%
CC1CC1C(=O)OCC(=O)NCc1ccc(Cl)cc1 (stereo unspecified)	-3%	-6%	76%	0%	0.4%
COc1ccc(Cc2nc3ccc(C(=O)NCCCSC)cc3o2)cc1OC	10%	0%	?	41µM*	1.0%
CCc1noc(C)c1C(=O)NNC(=O)c1cc(OC)c(OC)c(OC)c1	-6%	-5%	11%	-3%	2.6%
COc1ccc(C(=O)NCC(=O)OCC(=O)Nc2cc(OC)ccc2OC)cc1	-5%	12%	-1%	-17%	1.4%
COc1ccc(NC(=O)NCc2ccco2)cc1OC	9%	-10%	-2%	-1%	0.8%
N#CC1=C(N)N=C(SCc2ccccc2)C(C(N)=O)C12CCCCC2 (stereo unspecified)	7%	10%	15%	3%	i
COc1ccc(NS(=O)(=O)c2cc(NC(=O)c3nc4nc(C)cc(C)n4n3)ccc2C)cc1	6%	-8%	6%	4%	1.2%
Cc1ccccc1CN1N=C(/C=C/c2ccccc2)CCC1=O	6%	-4%	18%	70%	3.4%
C=CCSc1nc(-c2ccc(OC)cc2)c(C#N)c(=O)n1CC=C	·	-4%	·	·	7.9%
CCCCOc1ccc(C(=O)NCc2ccco2)cc1	1%	10%	68%	3%	4.2%
COc1ccc(OC)c(C2C(C(=O)c3sc(C)nc3C)=C(O)C(=O)N2CCN2CCOCC2)c1 (stereo unspecified)	3%	-4%	-14%	-6%	1.7%
O=C(c1ccc(Cl)cc1)C1CCCN(Cc2ccc3ncccc3c2)C1 (stereo unspecified)	14%	10%	80%	1%	i
Cc1cc(Br)cc2c1NC(=O)C2(c1c(C)n(C)n(-c2ccccc2)c1=O)c1c(C)n(C)n(-c2ccccc2)c1=O	-6%	-3%	31%	-1%	1.9%
COC(=O)c1cc(S(=O)(=O)N2CCN(c3ccc(C(C)=O)cc3)CC2)c[nH]1	-5%	1%	2%	4%	i
NC(=S)Nc1ccc2cc[nH]c2c1	-6%	11%	27%	1%	0.8%

Overlap with the part before: 7 entries, then new ones.
SMILES	PhoP GFP inhibition	H1N1 NS1A inhibition	tuberculosis growth	M. tuberculosis HTS	VEEV TC-83 Vero	others
C=CCSc1nc(-c2ccc(OC)cc2)c(C#N)c(=O)n1CC=C	·	-4%	·	·	7.9%
CCCCOc1ccc(C(=O)NCc2ccco2)cc1	1%	10%	68%	3%	4.2%
COc1ccc(OC)c(C2C(C(=O)c3sc(C)nc3C)=C(O)C(=O)N2CCN2CCOCC2)c1 (stereo unspecified)	3%	-4%	-14%	-6%	1.7%
O=C(c1ccc(Cl)cc1)C1CCCN(Cc2ccc3ncccc3c2)C1 (stereo unspecified)	14%	10%	80%	1%	i
Cc1cc(Br)cc2c1NC(=O)C2(c1c(C)n(C)n(-c2ccccc2)c1=O)c1c(C)n(C)n(-c2ccccc2)c1=O	-6%	-3%	31%	-1%	1.9%
COC(=O)c1cc(S(=O)(=O)N2CCN(c3ccc(C(C)=O)cc3)CC2)c[nH]1	-5%	1%	2%	4%	i
NC(=S)Nc1ccc2cc[nH]c2c1	-6%	11%	27%	1%	0.8%
CCCc1cc(C(=O)NNC(=S)NCC)c2ccccc2n1	-1%	2%	-9%	9%	0.5%
O=C(c1ccsc1)N1CCCC(N2CCN(c3cccc(Cl)c3)CC2)C1 (stereo unspecified)	3%	1%	-10%	1%	1.1%
CC(=O)OCCOc1nc(NC(C)C)nc(NC(C)C)n1	1%	-4%	-3%	-6%	1.5%
OCCOCCOc1ccccc1OCCOCCO	-7%	4%	-2%	-4%	i
COc1ccc(N2CCN(C(=O)CSc3ccc(C)cc3)CC2)cc1	10%	-12%	3%	6%	i
C/C(CC1(O)C(=O)N(C)c2ccccc21)=N\O (stereo unspecified)	-4%	-10%	-1%	-6%	0.2%
COc1ccc(CCNC(=O)COC(=O)c2cc3ccccc3oc2=O)cc1OC	·	-2%	0%	9%	1.6%
CCOc1cc(/C=N/NC(=O)CSc2nncn2C)ccc1OCc1cccc(C)c1	-5%	2%	-8%	-9%	i
O=c1[nH]c(=S)[nH]cc1Oc1ccc(Cl)cc1	·	5%	·	·	i
COC(=O)C/C=C/[C@@H](C)[C@@H](/C=N/OC[C@@H](C)[C@H](OCc1ccccc1)C(C)C)NS(=O)(=O)c1ccc(C)cc1	-2%	·	-9%	4%	·
CCn1c(SCc2cccc(C(=O)O)c2)nnc1-c1ccc(Cl)cc1	-5%	0%	-13%	0%	0.3%
CCCc1sc(N)nc1-c1ccc(C)cc1	0%	13%	17%	40%	i	VEEV TC-83 Vero 10K pilot screen=1.1
O=C(Nc1ccc(Br)cc1F)C1CCN(c2nnc(-n3cccc3)s2)CC1	12%	-3%	63%	-1%	1.2%
O=C(Nc1ccc(OC(F)(F)F)cc1)N1CCN(c2ccnc3cc(Cl)ccc23)CC1	0%	0%	63%	?	4.7%
O=C(NNC(=O)c1ccccc1-n1cccc1)c1ccc(Cl)cc1	0%	-14%	7%	?	0.7%
CCOC(=O)C1CCCN(Cc2cccc(Oc3ccccc3)c2)C1 (stereo unspecified)	-6%	-2%	79%	-5%	0.0%
N#Cc1ccccc1Cn1cc(/C=N/Nc2ccc([N+](=O)[O-])cn2)c2ccccc21	-2%	5%	18%	69%	2.7%
COC(=O)c1ccccc1NC(=O)CN(C)Cc1ccccc1	5%	-9%	50%	11%	0.5%
Cc1ccc(C)c(NC(=O)C2CCN(S(=O)(=O)c3ccc4c(c3)NC(=O)CO4)CC2)c1	-8%	8%	10%	-4%	1.5%
CCOC(=O)c1c(C)[nH]c(C)c1C(=O)COC(=O)c1ccccc1O	-12%	2%	66%	3%	6.4%
Cc1cccc2c1NC(=O)C2(O)N1CCCC(C)C1 (stereo unspecified)	-8%	-6%	-5%	-10%	1.4%
CC1(C)CC(=O)C2=C(C1)N(c1ccc(F)cc1)C(=O)C2(O)C(F)(F)F (stereo unspecified)	1%	0%	·	-8%	2.6%
O=C(COC(=O)CCCc1c[nH]c2ccccc12)Nc1ccc2c(c1)OCO2	-26%	13%	56%	13%	i
COc1ccc([N+](=O)[O-])cc1NS(=O)(=O)c1ccc(Cl)c(C(=O)Nc2sc3c(c2C#N)CCCCC3)c1	-8%	·	-11%	0%	·
CCOC(=O)Nc1nc(-c2ccc(Cl)cc2Cl)cs1	-6%	-7%	46%	?	1.7%
CCC(=O)n1nc(-c2ccc(Cl)cc2)nc1NCc1ccccc1	14%	4%	-6%	9%	7.8%
O=C(Nc1ncccn1)c1cc(-c2cccc(Br)c2)nc2ccccc12	-3%	7%	45%	?	9.5%
CCCc1c(C(=O)N/N=C/c2ccc(OC)c(OCc3ccccc3)c2)nnn1-c1nonc1N	-3%	2%	-17%	13%	6.4%
C=CCSc1nnc(CC(OC)OC)n1-c1ccccc1	-2%	5%	9%	4%	0.3%
N#Cc1c2c(c(-c3ccco3)[nH]c1=O)CCCC2	-11%	3%	11%	-13%	0.2%
Nc1nc2nccc(-c3ccc(Cl)cc3)n2n1	1%	-1%	4%	2%	0.8%
CC(=O)c1c(C)n(-c2cccc(Cl)c2)c2ccc(O)cc12	5%	8%	16%	?	6.5%
COc1ccc(CNC(=O)C2CC(=O)N(C3CCCC3)C2)cc1 (stereo unspecified)	-8%	-1%	0%	11%	i
COCCN(CCOC)S(=O)(=O)NC[C@H]1O[C@@H](n2cnc3c(N)ncnc32)[C@H](O)[C@@H]1O	·	-1%	-13%	-1%	1.5%
O=C(NC(=S)NNC(=O)c1ccccc1O)c1cccc([N+](=O)[O-])c1	-26%	15µM*	52%	10%	1.5%
COc1cccc(CNC(=O)CCC2CCCN(Cc3ccc(OC(F)F)cc3)C2)c1 (stereo unspecified)	14%	1%	1%	0%	i
CCOc1ccc(-n2cc(C(=O)N3CCCCCC3)c3cc(OC)c(OC)cc3c2=O)cc1	-9%	2%	12%	-7%	1.1%
C/C(CCc1oc2ccc(Br)cc2c1-c1ccc(C)o1)=N/O	-3%	3%	42%	18%	3.3%
O=C(O)CCn1nnc(-c2ccccc2)n1	-6%	·	-27%	-1%	1.2%
O=C(c1cc2ccccc2cc1O)N1CCN(c2ccc([N+](=O)[O-])cc2)CC1	7%	1%	28%	1%	5.9%
NCCCC[C@H](N)c1nnc([C@H](CCC(=O)O)NC(=O)C2CCNCC2)o1	-6%	11%	-37%	-3%	i

Compound activity: PubChem BioAssay, Southern Research Specialized Biocontainment Screening Center
